From PubChem BioAssay
UTI89 phage lysis = protection from phage-mediated lysis, alamar blue read-out – E. coli UTI89, K1F phage, bacterial capsule biogenesis inhibitors (AID 488966) | inhibition, % at 100 µM; hits with a dose series show IC50 in µM | 340,000 compounds, 0.02% hits | E. coli UTI89 K1F phage lysis, alamar blue, 2 h; higher % means a stronger effect;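 active means phage lysis inhibition, versus mean bacterial control, above a set limit; inconclusive means no clear call, values can overlap the other calls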;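 further: capsule biogenesis inhibitors block K1F phage lysis so surviving cells raise fluorescence; higher fluorescence means more inhibition of phage lysis; actives were called in the ten point dose series up to 300 µM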
NTR1 ag = agonists of NTR1, primary screen, imaging, U2OS cells, beta-arrestin-GFP, high content (AID 493036); P30989; NTR1-U2OS beta-arrestin-GFP spot imaging, agonist mode; activation, % at 20 µM; 330,000 compounds, 0.17% hits;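 active means activation at or above 40% of the spot to cytoplasm intensity ratio, with at least 20 cells analyzed; inconclusive means wells under 20 cells, flagged as cytotoxic or low count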;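 further: 0% = DMSO without peptide and 100% = 100 nM NTR1 peptide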
Target sequence (P30989 whole entry, looked up): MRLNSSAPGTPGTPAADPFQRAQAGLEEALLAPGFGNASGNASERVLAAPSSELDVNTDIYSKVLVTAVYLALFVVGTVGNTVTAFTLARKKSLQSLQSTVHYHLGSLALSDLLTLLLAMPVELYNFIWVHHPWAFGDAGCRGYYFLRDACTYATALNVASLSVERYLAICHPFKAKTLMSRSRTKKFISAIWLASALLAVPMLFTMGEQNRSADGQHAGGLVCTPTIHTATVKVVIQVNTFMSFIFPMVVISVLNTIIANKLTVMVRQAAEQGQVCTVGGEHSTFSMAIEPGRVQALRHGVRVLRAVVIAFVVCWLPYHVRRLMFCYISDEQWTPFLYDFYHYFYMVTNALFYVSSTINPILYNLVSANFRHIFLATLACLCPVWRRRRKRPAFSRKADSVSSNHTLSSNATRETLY
GPR35 antagonists = inhibition of zaprinast-stimulated GPR35 beta-arrestin translocation – imaging, U2OS, beta-arrestin-GFP, zaprinast agonist, primary screen (AID 2058) | U2OS GPR35 beta-arrestin-GFP translocation imaging, zaprinast antagonism; higher % means a stronger effect | inhibition, % at 10 µM; hits with a dose series show IC50 in µM | 290,000 compounds, 0.052% hits;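 active means inhibition of at least 50% with at least 30 cells and total cytoplasm GFP at most 10,000,000; inconclusive means under 30 cells or total GFP of 10,000,000 plus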
GPR55 LPI antagonism = inhibition of LPI-stimulated GPR55 beta-arrestin translocation – imaging, U2OS, beta-arrestin-GFP, LPI agonist, primary screen (AID 2013). U2OS GPR55 beta-arrestin-GFP translocation imaging, LPI antagonism; higher % means a stronger effect. inhibition, % at 10 µM, or IC50 in µM where a hit was titrated. 290,000 compounds, 0.13% hits;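 active means spots per cell inhibited over 60%, with over 100 cells counted and total cytoplasm intensity under 500,000; inconclusive means wells with under 100 cells, flagged as likely toxic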;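 further: U2OS cells stably carrying GPR55 and arrestin-GFP stimulated by 5 µM LPI near EC80; imaged beta-arrestin-GFP aggregate spots per cell after agonist stimulation; plate controls were LPI-stimulated DMSO wells for no effect and DMSO wells without LPI for full effect; some results filed as inactive read as strong as hits; confirmed hits need IC50 under 10 µM and bright autofluorescent wells are also inconclusive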
GPR55 activation = selective activators of receptor GPR55 – imaging, U2OS cells, beta-arrestin-GFP redistribution, primary screen (AID 1961). 290,000 compounds, 0.048% hits. activation, % at 10 µM, or EC50 in µM where a hit was titrated. U2OS GPR55 beta-arrestin-GFP redistribution imaging; higher % means a stronger effect;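 active means activation above 40% with more than 50 cells counted in the well; inconclusive means wells holding fewer than 50 cells, flagged as toxic or sparse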;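 further: U2OS osteosarcoma cells stably expressing GPR55 and beta-arrestin-GFP; plate controls were DMSO negative control for no effect and LPI positive control for full effect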
HIV fusion peptide = inhibitors of HIV fusion peptide binding, primary screen, biochemical, uHTS, fluorescence dequenching (AID 1986) | cell-free peptide binding, fluorescence dequenching, 30 min; higher % means a stronger effect | inhibition, % at 20 µM; hits with a dose series show IC50 in µM | 290,000 compounds, 0.3% hits; in the data active means inhibition mostly above about 52%, no sharp cut-off; inactive means mostly below about 76%; further: some results filed as inactive read as strong as hits
Dengue-2 NS5 capping = flavivirus cap methylation enzyme inhibition – biochemical, confirmation dose response, primary screen (AID 588689); Dengue-2 NS5 methyltransferase capping enzyme assay, biochemical; higher % means a stronger effect; one-dose inhibition, % at 25 µM; IC50 in µM for titrated hits; 340,000 compounds, 0.3% hits; in the data active means a potency from the dose series; inconclusive means inhibition above about 29% without an active follow-up result
Siah-1 displacement = Siah-1 peptide-binding antagonists, primary screen, biochemical, fluorescence polarization, rhodamine-plectin, uHTS (AID 1817); Siah-1 / rhodamine-plectin peptide fluorescence polarization; higher % means a stronger effect; one-dose displacement, % at 20 µM; IC50 in µM for titrated hits; 290,000 compounds, 0.02% hits;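 active means displacement of at least 50% at 20 µM, with a fluorescence ratio check between 0.3 and a set limit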;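 further: plate controls were Siah plus tracer with DMSO for no effect and tracer alone without Siah for full effect; strong numbers were not always called active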
AID2073 = disruptors of CaV2.2 binding to Mint1 – biochemical, HTRF (AID 2073) | one-dose inhibition, % at 20 µM; IC50 in µM for titrated hits | HTRF protein-protein interaction, Mint1-CaV2.2; higher % means a stronger effect | 290,000 compounds, 0.19% hits; in the data active means inhibition mostly above about 51%, no sharp cut-off; inconclusive means no clear call, values can overlap the other calls; inactive means mostly below about 53%; further: some results filed as inactive read as strong as hits
NTR1 ag cell count 20 µM = also measured in NTR1 ag; calls as there; cell count; measured here: cell count, cytotoxicity flag
Dengue-2 NS5 capping pilot replicate = also measured in Dengue-2 NS5 capping; calls as there; inhibition, %; measured here: pilot screen replicate inhibition
* hit, by the source's call; i = inactive; u = inconclusive; x = not tested or not shown; [ ] = remark or other dose.

SMILES	UTI89 phage lysis	NTR1 ag	NTR1 ag cell count 20 µM	GPR35 antagonists	GPR55 LPI antagonism	GPR55 activation	HIV fusion peptide	Dengue-2 NS5 capping	Siah-1 displacement	AID2073	others
CNC(=O)c1cc2ncc(C(F)(F)F)cc2s1	11%	0.2	48	-11%	8%	0.6%	1.9%	1%	3%	u
COCCNC(=O)Cn1nc(-c2ccccc2)c2ccccc2c1=O	0.0%	-0.5	86	-4%	-5%	-0.1%	-1.2%	-5%	8%	-4%
COc1cc2[nH]c(Cl)c([N+](=O)[O-])c2cc1OC	2.1%[50 µM]	1.0	58	8%	13%	1.7%	6.2%	4%	-1%	-17%
CC(C)Oc1ccc(Cn2c(=O)sc3ccccc32)cc1	0.2%	0.7	50	33%	4%	-0.3%	0.0%	0%	8%	12%
O=C(Nc1ccc(Oc2ccsc2C(=O)O)cc1)c1ccccc1F	0.1%	0.1	96	8%	-1%	-0.1%	1.0%	2%	i	8%
Cc1ccccc1Cn1nc(C)c(NC(=O)c2cc3nc(-c4ccco4)cc(C(F)(F)F)n3n2)c1C	2.1%	x	x	6%	16%	0.1%	0.0%	1%	0%	9%
COc1ccccc1C(=O)N/C(=C/c1ccc2c(c1)OCO2)C(=O)Nc1ccc(C(=O)O)cc1	0.2%	-2.3	49	-4%	44%	0.2%	2.6%	9%	4%	17%
CN(C)/C=C/C(=O)c1ccncc1	1.8%	0.0	28	1%	16%	-0.1%	0.7%	-4%	2%	-2%
CCc1cc(C(=O)OC)c(NC(=O)CN2CCN(C(=O)C3CCCO3)CC2)s1 (stereo unspecified)	1.3%	-0.1	67	-9%	12%	0.0%	-1.3%	-3%	3%	7%
CC(C)CC(c1nnnn1C1CCCC1)N1CCC(C(N)=O)CC1 (stereo unspecified)	-1.1%	0.5	66	-15%	18%	0.5%	1.0%	-2%	-3%	-1%
O=C(CCc1ccccc1)Nc1cccc(NC(=O)CCc2ccccc2)c1	-1.9%	0.1	75	0%	-8%	-0.1%	-2.2%	-12%	3%	7%
COc1ccccc1NS(=O)(=O)c1ccc(C)c(NC(=O)c2ccc(S(=O)(=O)N3CCCCCC3)cc2)c1	0.2%[50 µM]	-1.4	57	6%	8%	0.3%	-1.1%	-2%	-5%	13%
Cc1ccc(/C=C(\NC(=O)c2ccccc2)C(=O)N2CCCC2C(=O)O)cc1 (stereo unspecified)	0.0%	-0.8	51	2%	-4%	0.2%	-0.7%	-4%	1%	-4%
NC(=O)[C@@H]1CCCN1Cc1c(C(=O)N2CCc3ccccc3C2)nc2ccc(Cl)cn12	-0.1%	1.4	58	1%	14%	-0.1%	12%	0%	1%	10%
COC(=O)C1C/C(=N\NS(=O)(=O)c2ccc(C)cc2)c2ccccc2C1 (stereo unspecified)	2.2%	-0.7	48	-1%	10%	0.2%	2.2%	2%	-1%	3%
CCCC(=O)Nc1ccc(N2CCN(C(=O)c3cccs3)CC2)cc1	-0.1%	-1.6	71	3%	10%	0.5%	-1.5%	0%	2%	-1%
O=C(NCC1CCCO1)c1cc(NS(=O)(=O)c2cccs2)cc(NS(=O)(=O)c2cccs2)c1 (stereo unspecified)	0.2%	0.3	78	0%	6%	0.5%	5.2%	-4%	3%	17%
COC(=O)c1c2c(nc3ccccc13)CCC2	-0.2%	2.8	94	6%	-6%	0.3%	-3.1%	1%	1%	-1%
COc1cc(C(=O)NCCNC(=O)c2ccc(C)nc2)cc(OC)c1OC	0.4%	-0.3	40	-2%	-4%	-0.2%	-0.5%	4%	3%	1%
CCCCOC(=O)C1=C(C)NC(=O)NC1c1ccc(OC)cc1 (stereo unspecified)	0.4%	0.2	56	-10%	-3%	0.6%	-0.2%	0%	-2%	2%
CCOC(=O)CNC(=O)C(=O)c1c(O)[nH]c2ccccc12	0.1%	-0.4	80	6%	11%	0.2%	-0.4%	-6%	5%	-1%
CCC(Oc1ccccc1)C(=O)NCc1ccc(S(N)(=O)=O)cc1 (stereo unspecified)	-0.2%	3.2	66	-8%	18%	-0.2%	5.7%	-10%	7%	3%
Cc1[nH]c2ccccc2c1C(=O)C(=O)NCCc1ccc(S(N)(=O)=O)cc1	0.0%	0.4	58	x	14%	-0.3%	0.4%	-1%	6%	0%
Fc1ccc(OCc2nn[nH]n2)c(F)c1	-0.7%	1.5	50	1%	8%	-0.1%	1.2%	-1%	4%	1%
COc1ccc(-c2noc(CCCC(=O)NC3CCCC3)n2)cc1OC	u	-0.7	57	4%	10%	0.2%	-0.6%	-6%	0%	7%
Cc1ccc(S(=O)(=O)CCC(=O)O)cc1C	-0.9%	-0.1	48	6%	13%	1.7%	-0.7%	-5%	10%	-3%
Cc1ccc(C(=O)NCCCNC(=O)c2cccnc2)cc1	-0.1%	-2.3	52	-13%	8%	0.2%	0.5%	-7%	-1%	6%
CC1(C)C(=O)Nc2ccccc2N1C(=O)COC(=O)CCSc1ccccc1	-0.1%	-3.0	98	0%	7%	-0.1%	-3.4%	8%	-4%	-3%	Dengue-2 NS5 capping pilot replicate=-4.9
C=CCn1c(O)c(C2=c3ccccc3=NC2=O)c2ccccc21	0.1%	31	63	-11%	-15%	0.2%	-3.8%	-22%	-4%	8%
COc1ccc2nc(NC(=O)c3cc(C)oc3C)sc2c1	-0.2%	3.3	99	-7%	8%	-0.4%	3.5%	-9%	2%	9%
COc1cc(OC)c(OC)cc1/C=C1/Cc2ccccc2C1=O	-0.2%	-0.2	69	7%	1%	-0.1%	50%	-24%	3%	26%
O=C1N=C(N2CCOCC2)CS1	0.9%	-1.1	42	-10%	19%	0.2%	-1.5%	-1%	4%	-1%
CCCCCC(=O)Nc1cccc(C2=NOC3(C2)C[C@@H](C(N)=O)N(C(=O)Cc2ccc([N+](=O)[O-])cc2)C3)c1 (stereo partly specified)	0.9%	-1.2	82	7%	1%	-0.1%	-0.6%	2%	1%	-2%
CC(=O)c1cccc(N(CC(=O)Nc2ccccc2C(=O)N2CCCC2)S(C)(=O)=O)c1	1.9%[50 µM]	2.2	65	55%	4%	-0.1%	-1.2%	2%	-4%	4%
O=C(Nc1nnc(Cc2ccccc2F)s1)c1ccccc1Cl	0.5%	1.2	58	3%	-9%	-0.1%	1.6%	6%	3%	7%
CC(=C/c1ccc(C(C)C)cc1)/C=N/NC(=O)Cn1nc(C)cc1C	-0.3%	2.9	80	-2%	-8%	0.2%	-3.4%	2%	7%	7%
O=C(C1=C(O)C(=O)N(CCN2CCOCC2)C1c1ccccn1)c1cccs1 (stereo unspecified)	0.7%	0.0	62	1%	2%	-0.1%	12%	-2%	-2%	-7%
COc1ccc2oc(C(=O)OCC(=O)Nc3ccc(C(=O)N(C)C)cc3)c(C)c2c1	2.8%[50 µM]	1.4	59	3%	14%	-0.1%	2.9%	0%	6%	12%
C=CCNC(=O)c1cccc(OC2CCN(CC(C)(C)C)CC2)c1	0.1%	1.2	79	-3%	2%	0.4%	3.4%	2%	6%	6%
CC(NC(=O)c1ccccc1Cl)c1nnc(SCC(=O)Nc2ccc(C(=O)O)cc2)n1C (stereo unspecified)	1.1%	0.3	57	-6%	7%	-0.2%	-0.4%	6%	9%	2%
O=C(Cn1cnc2scc(-c3ccc(Br)cc3)c2c1=O)N1CCOCC1	0.3%	-0.7	63	11%	6%	-0.1%	1.0%	-12%	4%	-5%
O=C1CCCc2c1cnc1ncnn21	0.9%	0.8	85	-12%	1%	0.3%	-0.4%	1%	-6%	2%
CS(=O)(=O)N1CCc2cc(S(=O)(=O)NCCNS(=O)(=O)c3ccc4c(c3)CCN4S(C)(=O)=O)ccc21	-2.0%	-1.8	81	12%	3%	0.5%	0.8%	6%	-6%	10%
O=C(Nc1ccccn1)c1cc2cc([N+](=O)[O-])ccc2s1	-0.2%	2.8	59	4%	5%	-0.3%	-1.5%	-2%	16%	-5%
O=C(CSc1nnc2ccccn12)NNC(=O)c1ccc(Cl)cc1	0.6%	3.1	64	7%	4%	-0.3%	1.3%	1%	3%	9%
O=c1cc(O)c2c(=O)[nH]c(=O)n(-c3ccccc3)c2[nH]1	-0.1%	0.5	57	7%	29%	0.6%	1.6%	-1%	-2%	3%
COc1ccc(NC(=O)Nc2ccc(F)cc2)cn1	0.3%	-0.3	81	1%	-4%	0.7%	2.1%	-8%	-1%	-2%
Cc1ccc2c(c1)CCCN2C(=O)c1cc(C)on1	1.7%[50 µM]	-0.3	68	-22%	11%	0.3%	0.8%	-3%	-1%	-2%
O=C(NCc1cccnc1)c1ccc(NC(=O)c2cccc([N+](=O)[O-])c2)cc1	-0.1%	-0.5	60	6%	10%	-0.1%	-1.4%	-2%	-5%	6%
CCCn1c(NC(=O)c2ccccc2)nc2ccccc21	-0.1%	0.1	31	-1%	1%	0.2%	-0.2%	-1%	-1%	16%
O=C1CS/C(=C/C(=O)c2ccccc2)N1	-0.8%	0.6	35	6%	-1%	-0.2%	-0.6%	-1%	2%	-6%
O=C(COc1ccccc1)N1CCN=C1SCc1ccc(F)cc1	0.2%	-1.0	55	-4%	15%	0.3%	0.5%	1%	14%	10%
O=C(O)c1c(C(=O)O)c(-c2ccc(F)cc2)n2c1CCC2	0.0%	0.4	96	4%	5%	0.0%	1.3%	-6%	-1%	48%
COc1ccc(N2CCN(C(CNC(=O)C(=O)NCc3ccc4c(c3)OCO4)c3ccco3)CC2)cc1 (stereo unspecified)	-0.2%	4.9	67	-18%	0%	0.1%	0.1%	-1%	5%	0%
Cc1occc1C(=O)NNC(=O)C1CC1	-0.2%	-1.3	86	3%	17%	0.2%	-0.3%	-4%	3%	14%
COc1cccc(S(=O)(=O)Nc2ccc(C(=O)N3CCN(C(=O)c4ccco4)CC3)cc2)c1	2.6%	-0.7	60	-3%	-9%	-0.1%	0.5%	-15%	-4%	-2%
O=C(Nc1ccccc1Cl)c1ccc2ccccc2c1	0.3%	0.4	42	5%	-3%	-0.3%	0.1%	-7%	0%	1%
Cc1csc(=S)n1-c1ccccc1	1.0%	0.4	45	-8%	7%	0.0%	-2.9%	9%	6%	-8%

An unsorted share of the library. Share with any hit: about 1.2%.
